SARS 3CLpro inh – SARS-CoV 3CLpro protease inhibition | inhibition, % at 6 µM | P0C6X7 | 290,000 compounds, 0.14% hits | recombinant SARS-CoV 3CLpro, quenched FRET peptide cleavage; in the data active = inhibition above about 12%
BH1578 lux ind – inducers of Vibrio cholerae quorum light production without autoinducers | 350,000 compounds, 0.16% hits | V. cholerae BH1578 lux reporter, luminescence, 6 h | activation, % at 18.7 µM; in the data active = activation mostly above about 9.7%, no sharp cut-off; inconclusive = no clear call, values can overlap the other calls; inactive = mostly below about 3.7%; also: not every result past the cut was called active; inactives centre near 0; reference of the scale not given here
Y pestis TopoI – inhibitors of Yersinia pestis topoisomerase I. Y. pestis Topo-I cleavage product accumulation, plate reader. activity, % at 10 µM. 360,000 compounds, 0.064% hits. AID 504884; in the data active = activity above about 50%, passing the limit was not always enough; inconclusive = no clear call, values can overlap the other calls; also: inactives centre near 2
SSB-PriA inh – inhibitors of Klebsiella pneumoniae PriA binding to SSB C-terminal tail. 430,000 compounds, 0.6% hits. AlphaScreen SSBct-PriA binding, biotinylated peptide. AID 1272365. inhibition, % at 33 µM; in the data active = inhibition mostly above about 37%, no sharp cut-off; inactive = mostly below about 20%;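 also: plate controls were negative control peptide for no effect and reference peptide for full effect; strong numbers were not always called active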
DUSP3 inh – DUSP3 (human) phosphatase inhibition; P51452; recombinant VHR phosphatase, pNPP absorbance; inhibition, % at 13.3 µM; 290,000 compounds, 0.52% hits; AID 1654; in the data active = inhibition above about 50%; also: some compounds called inactive have numbers as strong as hits
TcdB inh – inhibitors of Clostridioides difficile toxin B glycohydrolase; 350,000 compounds, 0.24% hits; inhibition, % at 9.99 µM; AID 652162; P18177; TcdB glycohydrolase enzymatic assay, plate reader; in the data active = inhibition above about 10%
PfHsp40 yeast – rescue of PfHsp40-mediated yeast toxicity. S. cerevisiae expressing PfHsp40, growth rescue, ATP luminescence. growth rescue, % at 12.5 µM. 340,000 compounds, 0.68% hits; in the data active = growth rescue above about 28%, passing the limit was not always enough; inconclusive = no clear call, values can overlap the other calls;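 also: yeast W303a lacking pdr1 and pdr3 grown in galactose medium; growth measured after three days at 30 °C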
BoNT-A LC inh2 – BoNT A light chain protease inhibition. multiplex microsphere protease substrate cleavage, flow cytometry. inhibition, % at 10 µM. 360,000 compounds, 0.17% hits. AID 588499; also: plate controls were buffer without enzyme for full effect and enzyme alone for no effect
Anthrax LF prot – blocks Bacillus anthracis lethal factor protease; 360,000 compounds, 0.12% hits; inhibition, % at 10 µM; multiplex microsphere protease cleavage assay, LF; P15917; also: plate controls were buffer without enzyme for full effect and enzyme alone for no effect
Target sequence (P15917 whole entry, looked up): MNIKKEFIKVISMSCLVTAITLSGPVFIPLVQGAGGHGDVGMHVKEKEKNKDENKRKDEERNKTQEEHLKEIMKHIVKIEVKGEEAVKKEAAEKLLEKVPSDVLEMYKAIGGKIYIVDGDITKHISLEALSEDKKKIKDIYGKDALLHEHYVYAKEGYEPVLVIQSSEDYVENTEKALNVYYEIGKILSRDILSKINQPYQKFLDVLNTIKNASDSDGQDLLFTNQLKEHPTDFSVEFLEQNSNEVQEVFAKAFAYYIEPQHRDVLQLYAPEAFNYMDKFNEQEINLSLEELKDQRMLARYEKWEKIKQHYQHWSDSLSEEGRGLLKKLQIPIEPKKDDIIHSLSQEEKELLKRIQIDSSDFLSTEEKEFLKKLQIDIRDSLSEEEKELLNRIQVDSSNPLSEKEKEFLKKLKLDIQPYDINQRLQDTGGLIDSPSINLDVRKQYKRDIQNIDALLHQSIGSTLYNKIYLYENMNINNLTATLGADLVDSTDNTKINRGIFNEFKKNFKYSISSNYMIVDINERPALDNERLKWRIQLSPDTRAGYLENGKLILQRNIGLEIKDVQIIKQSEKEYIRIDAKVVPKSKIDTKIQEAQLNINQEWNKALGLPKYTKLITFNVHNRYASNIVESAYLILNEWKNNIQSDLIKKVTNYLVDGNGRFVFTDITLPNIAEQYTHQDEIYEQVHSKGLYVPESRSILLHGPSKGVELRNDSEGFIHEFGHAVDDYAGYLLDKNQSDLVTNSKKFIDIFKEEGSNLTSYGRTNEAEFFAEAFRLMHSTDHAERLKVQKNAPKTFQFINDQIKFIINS
CCHF vOTU inh – blocks the CCHF virus ovarian tumor domain protease | inhibition, % at 11.5 µM | 370,000 compounds, 0.55% hits | CCHFV vOTU protease, Pep-AMC fluorescence; in the data active = inhibition above about 30%; also: 0% = vehicle wells with enzyme and 100% = no enzyme wells
The depositor's hits bear a star; i = inactive; ? = inconclusive; / = no result given. Rule as the data show it, unless noted: active = inhibition above about 30%; inconclusive = no clear call, values can overlap the other calls; inactive = below that.

Values in the order – SARS 3CLpro inh, BH1578 lux ind, Y pestis TopoI, SSB-PriA inh, DUSP3 inh, TcdB inh, PfHsp40 yeast, BoNT-A LC inh2, Anthrax LF prot, CCHF vOTU inh
1	Cc1ccc(NC(=O)c2cc(=O)c3ccccc3o2)cc1
 : 1, i, -2, -7, -11, /, 0.1, 2.7, -9, 1
2	COc1ccc(N2CCN(C(=O)c3cc([N+](=O)[O-])ccc3N3CCN(CCO)CC3)CC2)cc1
 : -3, -0.3, 7, -2, -6, 0.3, 1.1, 1.1, -3, -5
3	CCc1cccc(CC)c1NC(=O)CNCc1cccs1
 : 0, -0.5, 0, -4, -7, 1.0, -0.1, -4.2, -8, 4
4	NC1=NCC(O)=C1c1nc2ccccc2[nH]1
 : 0, i, 2, 4, 26, -0.1, -1.3, -0.8, -4, -9
5	O=C(CN(c1ccccn1)S(=O)(=O)c1ccccc1)N/N=C/c1cccc([N+](=O)[O-])c1
 : 3, -0.4, 3, /, 0, /, -0.8, -0.5, 3, -6
6	O=[N+]([O-])c1ccc(S(=O)(=O)NN=CCCc2ccccc2)cc1
 : /, i, 0, -3, /, 8.2, 14, 0.6, 4, 9
7	O=C(NCCN1CCN(c2ccccc2)CC1)Nc1cccc(Cl)c1
 : -2, 0.0, 5, 5, 10, -0.1, 0.0, -1.5, -2, -1
8	Cc1ccc(C(=O)NCc2ccc3c(c2)OCO3)cc1N1CCCC1=O
 : -2, -0.6, -1, -9, 5, 0.5, -0.1, 0.1, 3, -3
9	CC(=O)Nc1ccc(S(=O)(=O)NCCSCc2cccc(Cl)c2)cc1
 : 2, i, -3, -5, 8, 0.1, 2.3, 0.2, 2, -3
10	O=C(Nc1ccc(-c2cn3ccccc3n2)cc1)c1cccs1
 : -4, -1.5, 2, -12, 24, -0.4, -0.1, -0.8, -7, 0
11	COc1cccc(-c2nc3ccc(O)cc3c(=O)o2)c1
 : -2, -1.0, 1, -2, -3, /, -0.1, ?, -1, 9
12	CC1=NN(Cc2cc(C(C)(C)C)c(O)c(C(C)(C)C)c2)C(=O)C1
 : 3, 2.6, 2, -12, 18, 1.3, -0.2, -0.6, -2, 2
13	Cc1ccccc1CN1CCN(Cc2cc(=O)c3ccccc3[nH]2)CC1CCO (stereo not drawn)
 : 4, -0.3, 22, -10, -8, -1.2, 0.4, 5.5, -14, 8
14	C=CCN(CC=C)Cc1cc(=O)oc2cc(C)cc(C)c12
 : /, /, /, /, /, -9.5, /, -0.7, -7, 27
15	CCOc1ccc(OCC(=O)OCC(=O)Nc2ccccc2C#N)cc1
 : /, -1.2, -1, -5, /, 0.7, -0.3, -4.4, -2, -7
16	C=CCn1cnc2c(c1=O)c1nc3ccccc3nc1n2/N=C/c1cc(OC)c(OC)c(OC)c1
 : -5, i, 4, i, 10, /, -1.4, -0.1, 2, 12
17	O=c1[nH]c(=S)n(C2CC2)c(O)c1C=NCCc1ccccc1
 : 8, /, /, -6, 12, -1.9, /, /, /, -4
18	O=C(O)c1ccc(N2CCN(Cc3ccc4c(c3)OCO4)CC2)c([N+](=O)[O-])c1
 : 2, i, -3, -9, 2, 1.4, -0.3, -1.9, 0, -3
19	COc1ccccc1-n1c(SCC(=O)NCC2CCCO2)nc2c([nH]c3ccccc32)c1=O (stereo not drawn)
 : 7, -0.6, 17, -9, 2, 0.7, 0.4, 0.9, 0, 3
20	CN(C(=O)COC(=O)c1cncc(Br)c1)C1CCCCC1
 : /, i, -3, -16, /, -0.2, 0.1, 2.6, 4, 18

Going on with the list:
Values in the order – SARS 3CLpro inh, BH1578 lux ind, Y pestis TopoI, SSB-PriA inh, DUSP3 inh, TcdB inh, PfHsp40 yeast, BoNT-A LC inh2, Anthrax LF prot, CCHF vOTU inh
21	CCOC(=O)N1CCC(NC(=O)CC2C(=O)NCCN2Cc2ccccc2F)CC1 (stereo not drawn)
 : -2, -0.4, 5, -6, -42, 2.8, -1.3, 0.2, 0, 13
22	C=CCc1cccc(CNc2nc3ccccc3n2CC)c1O
 : -6, i, -18, -19, -7, /, -0.1, /, /, 13
23	Cc1ccnc(N/C=C(/NC(=O)c2ccccc2)C(=O)NN)n1
 : -2, -0.3, 5, 11, 16, -3.3, 0.1, -0.3, -2, 9
24	Cc1cc(=O)[nH]c(SCc2csc(-c3ccccc3)n2)n1
 : -1, 0.1, -6, -5, 6, /, 0.1, 0.0, 0, -7
25	CN1CCN(c2ccc3c(c2)OC[C@@H](Cc2ccccc2)NS3(=O)=O)CC1
 : /, /, /, /, /, -0.8, /, 0.4, -3, 7
26	Cc1c2cnn(CC(=O)Nc3c(F)c(F)cc(F)c3F)c(=O)c2c(C)n1Cc1ccc(F)cc1
 : 3, /, /, /, -7, 0.4, /, /, /, 13
27	CC(=O)c1cc(C)ccc1OC(=O)CN1C(=O)c2ccccc2C1=O
 : 10, -0.5, 7, -14, -6, -0.3, 2.5, /, /, -5
28	CCS(=O)(=O)N1CCC(C(=O)NC2CCCCC2)CC1
 : 2, 1.7, 3, -3, 17, 0.1, -0.1, -0.5, 4, 7
29	CCN1C[C@]2(OC(=O)c3ccccc3NC(C)=O)CCC(OC)C34C5C[C@H]6C(OC)[C@]5(O)[C@](O)(C[C@@H]6OC)C(C[C@@H]32)[C@H]14 (stereo partly drawn)
 : 0, i, 1, -13, 2, 0.3, -1.3, -1.9, 2, -6
30	CC(C)c1ccccc1OCC(=O)NC1CCCc2ccccc21 (stereo not drawn)
 : 1, -0.2, 4, -58, -5, /, 0.9, 0.5, 0, 2
31	CCCCNC(=O)c1ccccc1NS(=O)(=O)c1ccc2c(c1)OCCO2
 : -2, i, 6, -4, -25, 0.2, 0.9, 1.0, -1, -7
32	O=C(Nc1cccnc1)c1cc(-c2ccc(Br)cc2)nc2ccccc12
 : 1, -3.8, -1, 3, 23, -8.8, 0.1, -2.9, -10, 18
33	CCc1n[nH]c(=S)n1/N=C/c1ccccc1OCc1ccc(Cl)cc1
 : -3, -0.3, 19, /, 17, 0.7, -0.4, -0.5, 1, -14
34	CN(C)CCCN(C(=O)c1ccc(S(=O)(=O)N2CCCC2)cc1)c1nc2c(F)cc(F)cc2s1
 : /, i, 32, -1, /, 2.0, -0.4, 2.2, 2, 0
35	C=Cc1ccc(Cn2c(C)c(C(=O)NCc3ccccc3C(F)(F)F)sc2=O)cc1
 : /, -0.4, 40, /, /, 0.7, /, -0.9, -12, 7
36	Cc1ccc(Sc2nc3ccc(C)cn3c(=O)c2/C=N/O)cc1
 : 1, -0.3, 16, /, 13, -1.1, -1.4, -1.1, -5, 9
37	CS(=O)(=O)N1CC(C(=O)NC2CC2)Oc2ccc(Cl)cc21 (stereo not drawn)
 : 3, i, -3, -22, 0, /, -0.8, -1.0, -6, -2
38	COc1cc(NC(=S)N2CCN(S(=O)(=O)c3ccc(F)cc3)CC2)cc(OC)c1
 : -2, -7.7, 6, -7, 23, 1.5, -1.7, -0.7, -2, -3
39	CCc1ccc(C2=NN(C(=O)OC)C(O)(C(F)(F)F)C2)cc1 (stereo not drawn)
 : 2, -1.5, -4, -4, 52*, /, 0.5, 0.4, 2, -1
40	Cc1cc(=O)[nH]c(SCc2cn3ccccc3n2)n1
 : -1, i, -1, -7, 15, -0.1, -1.6, -0.6, 2, -15

Next compounds.
Values in the order – SARS 3CLpro inh, BH1578 lux ind, Y pestis TopoI, SSB-PriA inh, DUSP3 inh, TcdB inh, PfHsp40 yeast, BoNT-A LC inh2, Anthrax LF prot, CCHF vOTU inh
41	O=C(COC(=O)Cn1cnc2ccccc2c1=O)Nc1ccccc1Sc1ccc(Cl)cc1
 : 7, -0.4, -2, 2, 17, 6.0, 1.9, 1.5, -1, -20
42	CS(=O)(=O)N1CCN(C(=O)c2ccc(Cl)s2)CC1
 : 2, -0.3, 5, -18, 21, -0.4, -0.5, -1.0, 3, 7
43	CCSc1nsc(NC(=O)Nc2cccc(F)c2)n1
 : -1, i, 0, 6, 11, -0.5, -1.7, -0.9, 29, -9
44	Cc1ccc2c(c1)n([O-])c1c([n+]2=O)CCCC1
 : -5, i, -5, -11, 34, /, 0.7, -1.5, -2, 10
45	COc1cc2c(C(=O)Nc3ccccc3F)cn(C)c(=O)c2cc1OC
 : -4, i, 0, -2, 14, 0.0, -0.1, -0.1, -5, -5
46	CCNCC(=O)Nc1c(C)cccc1C
 : /, -0.3, 4, -12, /, 2.1, -0.6, -0.7, -2, 5
47	Cc1cc(Cl)c(S(=O)(=O)NCCC(=O)O)cc1OCC(N)=O
 : -3, 6.2, 3, -29, 13, /, -0.1, -0.7, -1, 6
48	Cc1ccc(CN2CC(C(=O)Nc3ccc(S(=O)(=O)Nc4cc(C)nc(C)n4)cc3)CC2=O)cc1 (stereo not drawn)
 : 0, -1.1, 7, -11, -4, /, -0.6, -0.6, 1, 1
49	COCCN(C(=O)CSc1nnc(-c2ccccc2F)n1C)c1c(N)n(Cc2ccccc2)c(=O)[nH]c1=O
 : 6, -0.3, 4, -2, 19, /, 0.7, -0.4, -1, 13
50	COCCOc1cc(-n2cccc2)c(Cl)cc1Cl
 : 4, -0.2, 15, -7, 19, -0.1, -1.5, -0.8, -2, -7
51	COc1cc2c(cc1OC)CN(C(C)C(=O)Nc1ccc(NC(C)=O)cc1)CC2 (stereo not drawn)
 : -5, i, -2, -6, -2, /, 0.1, -3.7, -5, 7
52	COC(=O)c1sc(C(=O)OC)c(C(=O)OC)c1C(=O)OC
 : -4, -0.6, 0, -11, 12, /, 1.0, 0.2, -1, -14
53	COc1ccc(SCCN2CC[C@@H](NC(=O)OCc3ccccc3)CCC2=O)cc1
 : /, -0.4, 13, -8, /, 0.1, 1.6, -0.4, 0, -4

This is a subset, so the mix of outcomes need not match the whole.
